Myeloid diff MLP – promotes myeloid progenitor differentiation | ER-HoxA9 myeloid progenitors, lysozyme-GFP differentiation, flow cytometry | calls only at 10 µM | actives 1% (n = 360,000) | AID 624256;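 active means normalized GFP-positive differentiation at or above the plate's own cutoff, the solvent-only control mean plus 3 SD; inconclusive means no clear call, values can overlap the other calls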;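 further: cells exposed to compound for four days before flow analysis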
K1F lysis inhibition – inhibition of K1F phage lysis, E. coli UTI89, bacterial capsule biogenesis inhibitors, alamar blue (AID 488966); actives 0.02% (n = 340,000); E. coli UTI89 K1F phage lysis, alamar blue, 2 h; higher % means a stronger effect; inhibition, % at 100 µM, or IC50 in µM where a hit was titrated;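 active means phage lysis inhibition, versus mean bacterial control, above a set limit; inconclusive means no clear call, values can overlap the other calls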;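 further: capsule biogenesis inhibitors block K1F phage lysis so surviving cells raise fluorescence; higher fluorescence means more inhibition of phage lysis; actives were called in the ten point dose series up to 300 µM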
Myeloid diff MLP GFP+ MAC1+ % – further read-out of Myeloid diff MLP, marked with its call; GFP+ MAC1+ double positive, %; measured here: differentiation confirmed by MAC1 staining
Numbers without * were called inactive; i = inactive; u = inconclusive; x = no result given; + = active, no number; [ ] = dose if it differs, or a comment. An excerpt; rates above refer to the full screens.

mol,Myeloid diff MLP,Myeloid diff MLP GFP+ MAC1+ %,K1F lysis inhibition
CCCc1ccc(NC(C)C(=O)Nc2ccc(S(=O)(=O)N3CCOCC3)cc2)cc1 (stereo unspecified),i,1.0,0.7%[50 µM]
O=C1/C(=C2\C(=O)N(Cc3ccc(F)cc3)c3ccccc32)SC(=S)N1CCS(=O)(=O)O,i,0.1,-0.1%
O=C(Cc1c(F)cccc1Cl)OCC(=O)c1ccc[nH]1,i,1.1,-3.2%
CCN1C(=O)[C@H]2[C@@H](c3ccc(C)cc3)N3C(=O)N(c4cccc(Br)c4)C(=O)[C@@]3(Cc3ccccc3)[C@H]2C1=O,i,4.6,5.7%
Cc1cc(C)cc(NC(=O)CCNC(=O)c2ccc([N+](=O)[O-])cc2)c1,i,0.7,0.0%[50 µM]
CCOc1ccc(C(=O)CCC(=O)Nc2ccc(C)c(S(=O)(=O)N3CCCCC3)c2)cc1,i,0.4,2.7%[50 µM]
CC[C@]1(C(=O)OC)[C@H]2C(=O)N(Cc3ccccc3)C(=O)[C@H]2[C@H]2CN=C(SC)N21,i,0.4,0.1%
COc1cccc(OC(=O)c2ccccc2)c1OC(=O)c1ccccc1,i,0.7,-1.7%
CSc1ccc(CN(C)CC(=O)N(C)CC(=O)Nc2ccccc2Br)cc1,i,0.2,0.5%[50 µM]
CC(C)Cc1csc(=S)[nH]1,i,1.7,-2.6%
CC(C)CC1Nc2ncnc(N3CCN(c4ccccc4)CC3)c2N(Cc2ccc(Cl)cc2)C1=O (stereo unspecified),i,1.7,1.1%
CN1CCN(C(CNS(=O)(=O)c2ccc(Br)cc2)c2ccc3c(c2)OCO3)CC1 (stereo unspecified),i,2.0,0.4%[50 µM]
COc1ccc(NS(=O)(=O)c2ccc(C)c(C(=O)NCCCN3CCCC3=O)c2)cc1,i,0.8,0.2%[50 µM]
Cc1ccc(NC(=O)CN2CCCC2c2cccn2C)c(Br)c1 (stereo unspecified),i,0.6,0.2%[50 µM]
CCN1C(=O)[C@@H]2[C@@H](c3ccc(-c4ccc(OC)cc4)cc3)N3CCCC[C@@]3(C(=O)OC)[C@@H]2C1=O,i,1.8,1.7%

Continued.
mol,Myeloid diff MLP,Myeloid diff MLP GFP+ MAC1+ %,K1F lysis inhibition
Cc1ccsc1C(=O)OCC(=O)NC1CCCC(C)C1C (stereo unspecified),i,0.8,2.3%
COc1ccc(CNCCC2(O)CC(C)N(C)CC2C)cc1OC (stereo unspecified),i,0.2,-0.6%
CCOc1ccc(NC(=O)CN(C)C(=O)c2c(-c3ccccc3)noc2C)cc1OCC,i,0.3,0.6%[50 µM]
CN(C)CCCOC(=O)N1c2ccccc2C=Cc2ccccc21,i,0.4,1.2%
Cc1nc(SCC(=O)N2CCCCCC2)[nH]c(=O)c1C,i,0.2,1.1%[50 µM]
COc1ccccc1C(=O)Nc1ccc(C)c(S(=O)(=O)N2CCCCC2)c1,i,0.7,0.2%[50 µM]
Cc1ccc(NC(=O)c2ccc(OCC3CCCO3)cc2)nc1 (stereo unspecified),i,0.9,3.2%[50 µM]
COc1ccc(OC)c(-c2csc(NC(=O)COC(=O)C3CCC3)n2)c1,i,1.4,-0.1%[50 µM]
CCOC(=O)[C@@H]1[C@H]2COc3cc(OC)ccc3[C@H]2N2C(=O)N(c3ccc(OC)cc3)C(=O)[C@]12C,i,1.1,-1.7%
O=C(CCCOc1ccc(Br)cc1)Nc1ccc(S(=O)(=O)N2CCOCC2)cc1,i,0.7,0.2%[50 µM]
Cc1[nH]c(=O)c(Cc2ccccc2)c(O)c1C#N,i,0.2,1.0%
O=C(/C=C/c1ccco1)N1CCN(S(=O)(=O)c2cccc([N+](=O)[O-])c2)CC1,i,0.8,0.6%[50 µM]
O=C(COc1ccc(Cl)cc1Cl)N(C1CCCCC1)C1CCS(=O)(=O)C1 (stereo unspecified),i,0.6,0.0%[50 µM]
Nc1c(Cl)cc(C2=NCCn3c2c2ccccc2[n+]3[O-])cc1Cl,i,1.0,1.1%
O=S(=O)(c1ccc(=S)[nH]c1)N1CCCC1,+,1.9*,0.3%

The list goes on.
mol,Myeloid diff MLP,Myeloid diff MLP GFP+ MAC1+ %,K1F lysis inhibition
O=C(NCCc1ccccc1)c1cccc(NC(=O)c2ccccc2)c1,i,0.5,0.3%
Cc1ccc(C(=O)COC(=O)CSc2cccc3cccnc23)c(C)c1,i,0.9,3.0%
O=C(COC(=O)c1ccc(F)cc1F)Nc1ccc(Cl)cn1,i,0.6,-0.2%
CSCCC(N=C1NS(=O)(=O)c2ccccc21)C(=O)N1CCCC(C(N)=O)C1 (stereo unspecified),i,0.3,-0.8%
O=C(NCCCCCCNC(=O)OCc1ccccc1)OCc1ccccc1,i,1.4,0.4%
COc1ccc(CNC(=O)COC(=O)c2ccc(S(=O)(=O)N3CCOCC3)cc2)cc1,i,1.9,0.5%
O=C(Cc1cccc(NC(=O)C2CCCN(C(=O)CCc3ccccc3)C2)c1)Nc1ccc(C(=O)N2CCOCC2)cc1 (stereo unspecified),i,1.8,-0.2%
Cc1ccc2c(c1)C1CN(C)CCC1N2S(=O)(=O)c1ccccc1F (stereo unspecified),i,1.0,1.1%[50 µM]
Cc1ccc2[nH]c3ccccc3c(=O)c2c1,i,0.9,0.1%
Nc1nc(=S)c2[nH]c(=S)[nH]c2[nH]1,u,x,1.7%
NN=C1c2ccccc2-c2ccc(N)cc21,i,0.4,0.7%
CCOC(=O)C1CCN(C(=O)COC(=O)C23CC4CC(CC(C4)C2)C3)CC1,i,0.9,0.7%[50 µM]
Cc1ccc(C2CC(c3cccs3)=NN2C(=O)CSc2nc(=O)n3ccc(C)cc3n2)cc1 (stereo unspecified),i,1.1,-0.6%
O=C1NC(=O)C(Cc2ccccc2)(c2ccccc2)N1 (stereo unspecified),i,1.1,-0.3%
CN(CC(=O)Nc1cccc(F)c1)C(=O)c1ccc2c(c1)OCCO2,i,1.0,0.2%[50 µM]

(list continues)
Results follow in this order: Myeloid diff MLP, Myeloid diff MLP GFP+ MAC1+ %, K1F lysis inhibition
CCOC(=O)[C@@H]1CSCCS(=O)(=O)N1Cc1ccccc1Br
  i, 0.6, 0.1%
O=C1c2cc(O)c(O)cc2OC(c2ccc(O)c(O)c2)C1O (stereo unspecified)
  i, 1.8, -1.4%
CCOC(=O)c1ccc(S(=O)(=O)N2CCN(CC(O)COc3cccc(C(C)=O)c3)CC2)cc1 (stereo unspecified)
  i, 0.3, 3.5%[50 µM]
O=C(CSc1nc2c(cnn2-c2ccccc2)c(=O)[nH]1)NCC1CCCO1 (stereo unspecified)
  i, 0.7, -0.9%
CCCC(=O)NC(=S)Nc1c(C)cc(Br)cc1C
  i, 0.7, -0.2%
O=C(CSc1ccc(Br)cc1)NCC(c1cccs1)N1CCOCC1 (stereo unspecified)
  i, 0.4, 0.9%[50 µM]
O=C(CNC(=O)c1ccc(Cl)cc1Cl)OCc1ccccc1
  i, 1.2, 0.1%[50 µM]
Cc1c(NS(=O)(=O)c2cc([N+](=O)[O-])ccc2Cl)c(=O)n(-c2ccccc2)n1C
  i, 0.6, 0.6%
Cc1csc(=O)n1CC(=O)Nc1ccc(Cl)c(Cl)c1
  i, 1.3, 0.9%[50 µM]
CCN1CCN(S(=O)(=O)c2ccc(Cl)c(C(=O)NCCOc3ccc(C)cc3)c2)CC1
  i, 1.1, 0.6%[50 µM]
C/C(=N\NC(=O)c1cc(C)nc2ccccc12)c1ccccn1
  u, x, 0.5%[50 µM]
CCC1CCCCN1C(=S)NC(=O)c1ccco1 (stereo unspecified)
  i, 0.5, 0.8%[50 µM]
C=CCNc1nc(C(=O)OCC(=O)Nc2c(Cl)cccc2C(F)(F)F)cs1
  i, 0.7, 0.9%[50 µM]
COc1ccc(Cl)cc1C(=O)Nc1cccnc1Cl
  i, 0.1, -2.2%
COc1ccccc1NS(=O)(=O)c1ccc2oc(SC(C)C(=O)N3CCNC3=O)nc2c1 (stereo unspecified)
  i, 1.0, 0.9%[50 µM]

Remaining list, next part.
Results follow in this order: Myeloid diff MLP, Myeloid diff MLP GFP+ MAC1+ %, K1F lysis inhibition
CC(=O)Nc1ccc(NC(=O)CSCc2ccccc2Cl)cc1
  i, 0.6, 0.1%
COc1cccc(NC(=O)CN(C)C(=O)c2c(C)nn(Cc3ccc(C)cc3)c2Cl)c1
  i, 0.7, 0.0%[50 µM]
Cc1csc(=O)n1CCC(=O)OCC(=O)Nc1ncc(Cl)cc1Cl
  i, 0.6, 0.7%[50 µM]
O=C(NCCS(=O)(=O)NCc1ccc(Cl)cc1)c1ccccc1
  i, 0.6, 1.2%[50 µM]
Cc1cc(=O)oc2cc(OC(C)C(=O)Nc3ccc(C(N)=O)cc3)ccc12 (stereo unspecified)
  i, 0.4, 0.4%[50 µM]
COc1ccc(NS(=O)(=O)c2cccc(C(=O)N3CCCC(C)C3)c2)cc1 (stereo unspecified)
  i, 0.6, 0.8%[50 µM]
CCN(C[C@H]1N[C@@](Cc2ccccc2)(C(=O)OC)[C@H]2C(=O)N(Cc3ccccc3)C(=O)[C@@H]12)S(=O)(=O)c1ccc(-c2ccccc2)cc1
  i, 0.6, 0.0%
c1ccc2c3n(nc2c1)CCCO3
  i, 0.6, 1.4%
COc1ccc(NC(=O)CN(C)C(=O)CNC(=O)c2sc3ccccc3c2Cl)cc1
  i, 0.2, 0.1%[50 µM]
COc1ccc(CC(=O)OCC(=O)NCC2CCCO2)cc1OC (stereo unspecified)
  i, 0.3, 0.3%[50 µM]
CN(Cc1ccccc1)C(=O)COC(=O)c1ccc(=O)n(Cc2ccccc2)n1
  i, 1.0, -0.1%[50 µM]
COCCN(Cc1ccccc1)C(=O)C1CCN(S(=O)(=O)c2ccc(OC)c(OC)c2)CC1
  i, 0.3, 0.6%[50 µM]
COc1ccc([C@H]2CC(=O)C=C(c3cccc(Br)c3)C2)cc1OC
  i, 1.4, 0.7%
Cc1ccc(C(=O)N2CC(=O)NC(=O)C2)cc1
  i, 0.3, -1.2%
CCOc1ccc(S(=O)(=O)NCC(c2ccc3c(c2)OCO3)N2CCN(C)CC2)cc1 (stereo unspecified)
  i, 0.5, 1.1%[50 µM]

Next section.
Results follow in this order: Myeloid diff MLP, Myeloid diff MLP GFP+ MAC1+ %, K1F lysis inhibition
Cc1cc(O)c(C(C)C)cc1NC(=O)Nc1ccc([N+](=O)[O-])cc1
  i, 1.0, -4.9%
COc1ccc(C(CNC(=O)c2cc3c(s2)CCC(C)C3)N2CCOCC2)cc1 (stereo unspecified)
  i, 0.6, -0.5%[50 µM]
O=C(c1ccncc1)N1CCN(S(=O)(=O)c2ccc(OC(F)(F)F)cc2)CC1
  i, 0.4, 0.4%[50 µM]
O=C(NC(=S)Nc1ccc(-c2ccccc2)cc1)c1ccccc1
  i, 0.3, 6.5%
Cc1occc1-c1nnc(SCC(=O)N2CCCCC2C)o1 (stereo unspecified)
  i, 0.5, 0.4%[50 µM]
CSc1ncccc1C(=O)Nc1cccc(S(=O)(=O)N2CCOCC2)c1
  i, 1.1, 0.8%[50 µM]
Cc1cc(C)c(C)c(S(=O)(=O)N2CCC(C(=O)N3CCN(c4ccc(F)cc4)CC3)CC2)c1C
  i, 0.5, 1.3%
CCOc1ccc(S(=O)(=O)Nc2cccc(C(=O)N3CCN(c4ccccc4O)CC3)c2)cc1
  i, 0.4, 0.8%[50 µM]
COc1ccc(CCNC(=O)CN2C(=O)NC3(CCCCC3)C2=O)cc1
  i, 1.0, 3.2%
O=C1CC(N2CCN(C3CCc4ccccc4C3)CC2)C(=O)N1c1ccccc1 (stereo unspecified)
  i, 0.4, 0.2%
CC(C)=CC(=O)N1CCC(N2CCC(C(=O)NCC3CCCO3)CC2)CC1 (stereo unspecified)
  i, 1.1, 0.1%
COc1ccc(S(=O)(=O)N2CCOC23CCN(S(=O)(=O)c2cc(C)ccc2OC)CC3)cc1
  i, 0.5, 1.3%[50 µM]
COc1ccccc1N(Cc1ccccc1)S(=O)(=O)c1cccc(C(=O)Nc2ccc(C)cn2)c1
  i, 0.5, 0.2%[50 µM]
COc1cc(OC)cc(OC(=O)C2CCN(C3=NS(=O)(=O)c4ccccc43)CC2)c1
  i, 0.4, 1.1%[50 µM]
CN(C(=O)CCOc1ccccc1)c1c(N)n(Cc2ccccc2)c(=O)[nH]c1=O
  i, 0.2, 0.1%[50 µM]

Compounds above that have a CF3 group:
Results follow in this order: Myeloid diff MLP, Myeloid diff MLP GFP+ MAC1+ %, K1F lysis inhibition
C=CCNc1nc(C(=O)OCC(=O)Nc2c(Cl)cccc2C(F)(F)F)cs1
  i, 0.7, 0.9%[50 µM]
O=C(c1ccncc1)N1CCN(S(=O)(=O)c2ccc(OC(F)(F)F)cc2)CC1
  i, 0.4, 0.4%[50 µM]

Single records, from the list above. Order of screens: Myeloid diff MLP	Myeloid diff MLP GFP+ MAC1+ %	K1F lysis inhibition
Entry for COc1ccccc1NS(=O)(=O)c1ccc2oc(SC(C)C(=O)N3CCNC3=O)nc2c1 (stereo unspecified) → i	1.0	0.9%[50 µM]
Entry for COc1ccc([C@H]2CC(=O)C=C(c3cccc(Br)c3)C2)cc1OC → i	1.4	0.7%
Entry for CCN(C[C@H]1N[C@@](Cc2ccccc2)(C(=O)OC)[C@H]2C(=O)N(Cc3ccccc3)C(=O)[C@@H]12)S(=O)(=O)c1ccc(-c2ccccc2)cc1 → i	0.6	0.0%

Screening data deposited in PubChem BioAssay by several laboratories.
